# Bioassay records from PubChem.
# Tb PYK inh: qHTS of Trypanosoma Brucei Inhibitors. pyruvate kinase (Trypanosoma brucei), Q57TT1. TbPYK enzyme, Kinase-Glo Plus ATP luminescence, 45 min. Potency, µM (highest dose often 76.8 µM), inactives show at the top dose activity, negative = inhibition, hits mostly inhibitors. 410,000 tested, 0.12% active; further: potency means the concentration at half of the fitted maximal effect; nearly all actives have a fitted effect of over 50% in size
#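 Quantitative HTS: titrated library compounds versus trypanosomal pyruvate kinase in TEA buffer (pH 7.2) containing KCl, MgCl2, BSA and Tween-20. Reactions were initiated with ADP, 130 uM final. Kinase-Glo Plus luminescence was read after 45 min at RT.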
# AmpC detergent: qHTS Inhibitors of AmpC Beta-Lactamase (assay with detergent) | P00811 | AmpC hydrolysis of nitrocefin, absorbance 480 nm, 0.01% Triton | Potency, µM (highest dose often 114 µM), without a hit: at the top dose activity change, negative = inhibition, usual class: inhibitors | 370,000 tested, 0.041% active | AID 485294, 2010;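 further: potency means the concentration at half of the fitted maximal effect; 0% = no-compound wells and -100% = no-enzyme wells; nearly all actives have a fitted effect of over 25% in size; some results filed as inactive show a strong effect at the top dose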
# Target sequence (P00811 whole entry, looked up): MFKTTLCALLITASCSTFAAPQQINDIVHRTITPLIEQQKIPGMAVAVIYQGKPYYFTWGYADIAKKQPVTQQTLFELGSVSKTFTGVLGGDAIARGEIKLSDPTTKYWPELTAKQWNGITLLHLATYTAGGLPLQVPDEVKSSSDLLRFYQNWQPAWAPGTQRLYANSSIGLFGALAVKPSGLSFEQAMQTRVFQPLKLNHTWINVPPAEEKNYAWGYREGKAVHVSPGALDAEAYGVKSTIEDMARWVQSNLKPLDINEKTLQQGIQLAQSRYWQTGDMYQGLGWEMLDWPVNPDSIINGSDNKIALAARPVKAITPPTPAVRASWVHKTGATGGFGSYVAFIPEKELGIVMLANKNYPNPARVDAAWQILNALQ
#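 20 mM phosphate pH 7.0 + 0.01% (detergent screen) or 0.0001% Triton X-100; 5.3 nM AmpC reagent; cpd preinc 15 min RT; nitrocefin (800 uM stock) to start; A480 q20 s × 4 min; Activity was normalised to no-enzyme and no-compound control wells.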
# AmpC inh no detg: qHTS Inhibitors of AmpC Beta-Lactamase (assay without detergent) | AmpC nitrocefin hydrolysis, absorbance 480 nm, 0.0001% Triton | Potency, µM (series often up to 57.1 µM), inactives show top-dose activity change, negative = inhibition, actives largely listed as inhibitors | 330,000 tested, 0.52% active;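 further: potency means the concentration at half of the fitted maximal effect; plate controls were no compound for no effect and no enzyme for full effect; nearly all actives have a fitted effect of over 20% in size; some results filed as inactive show a strong effect at the top dose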
#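 20 mM phosphate pH 7.0 + 0.01% (detergent screen) or 0.0001% Triton X-100; 5.3 nM AmpC reagent; cpd preinc 15 min RT; nitrocefin (800 uM stock) to start; A480 q20 s × 4 min; Activity was normalised to no-enzyme and no-compound control wells.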
# LmPK inhibitor: qHTS Assay for Inhibitors of Leishmania Mexicana Pyruvate Kinase (LmPK) | Q27686 | purified LmPK, Kinase-Glo ATP luminescence, 1 h | Potency, µM (doses to about 57.5 µM), for inactives: at the top dose activity change, negative = inhibition, hits mostly inhibitors | 290,000 tested, 0.37% active | AID 1721, 2009; further: potency means the concentration at half of the fitted maximal effect
# Target sequence (Q27686 whole entry, looked up): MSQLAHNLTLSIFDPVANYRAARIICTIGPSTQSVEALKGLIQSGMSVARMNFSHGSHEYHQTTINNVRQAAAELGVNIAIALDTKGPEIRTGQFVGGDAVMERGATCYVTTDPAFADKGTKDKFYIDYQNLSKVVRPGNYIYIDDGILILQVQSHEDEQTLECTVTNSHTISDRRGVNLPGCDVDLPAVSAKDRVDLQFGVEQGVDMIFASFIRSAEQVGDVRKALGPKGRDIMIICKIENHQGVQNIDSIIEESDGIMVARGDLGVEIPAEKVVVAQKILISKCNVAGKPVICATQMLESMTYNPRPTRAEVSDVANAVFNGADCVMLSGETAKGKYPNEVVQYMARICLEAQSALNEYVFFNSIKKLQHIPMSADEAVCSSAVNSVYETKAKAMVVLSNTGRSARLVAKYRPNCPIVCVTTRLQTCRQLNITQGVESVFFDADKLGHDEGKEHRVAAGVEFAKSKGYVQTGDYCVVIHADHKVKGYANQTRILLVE
#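 Kinase-Glo luminescence read after 1 h RT reaction of 0.1 nM LmPK with 0.5 mM PEP and 0.1 mM ADP. Activity scaled between uninhibited and enzyme-free controls.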
# HCMV antiviral: qHTS Assay for inhibitors of the human cytomegalovirus (HCMV). 410,000 tested, 4.5% active. HFF cells, HCMV-luciferase reporter, 72 h; active compounds read low. activity change, negative = inhibition, % at 57.5 µM; in the data active means activity change below about -60%; inconclusive means no clear call, values can overlap the other calls; inactive means above about -39%
#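 Steps: HFFs plated, 16 h 37C; compounds added; HCMV-luciferase added to MOI 1 PFU/cell; 72 h 37C; OneGlo reagent, 5 min room temperature; luminescence read, normalized to controls.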
# AMA1-RON2 inh: qHTS for Inhibitors of AMA1-RON; Towards Development of Antimalarial Drug Lead: Primary Screen | 360,000 tested, 0.2% active | Potency, µM (highest dose often 58.2 µM), for the others: at the highest dose activity change, negative = inhibition, hits mostly inhibitors | AID 720542, 2013 | AlphaScreen AMA1-biotinylated RON2 peptide binding | Plasmodium falciparum AMA1 (3D7) - RON2 peptide interaction;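 further: potency means the concentration at half of the fitted maximal effect; 0% = vehicle wells and -100% = peptide control; nearly all actives have a fitted effect of over 45% in size; some results filed as inactive show a strong effect at the top dose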
#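 AMA1 (3D7) with his tag at 25 nM final met compounds first, then biotinylated RON2 peptide at 25 nM; detection used donor plus acceptor beads, 10 µg/mL apiece, read by AlphaScreen after 30 min at room temperature.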
# Sm TGR inh: qHTS Assay for the Inhibitors of Schistosoma Mansoni Peroxiredoxins | Schistosoma mansoni thioredoxin glutathione reductase (TGR), Q962Y6 | purified TGR, DTNB reduction, TNB absorbance 405 nm | 360,000 tested, 3% active | Potency, µM (series often up to 114 µM), without a hit: at the top dose activity change, negative = inhibition, usual class: inhibitors; further: potency means the concentration at half of the fitted maximal effect; nearly all actives have a fitted effect of over 60% in size
#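 Kinetic colorimetric format: TGR-catalysed, NADPH-driven DTNB reduction monitored via TNB absorbance. Enzyme dispensed at 20 nM; compound exposure 15 min at room temperature before reaction start.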
# * hit, by the source's call; ? = inconclusive; · = not tested or not shown; & = joins results of further samples; [ ] = dose if it differs, or a comment. Unless noted, the call rests on the fitted dose curve; in most records, active means well fitted curve in the direction sought with a large enough effect; inconclusive means small, poorly fitted or top-dose-only effect, or another doubt; inactive means no such curve, though single readings can be large; an effect the other way counts as inactive or inconclusive. Unless noted, on the % scale 0 is the no-effect control and ±100 the full control effect.
SMILES,Tb PYK inh,AmpC detergent,AmpC inh no detg,LmPK inhibitor,HCMV antiviral,AMA1-RON2 inh,Sm TGR inh
O=c1c2ccccc2oc2c1oc1ccccc12,-5%,·,-20%,·,105,-10%,·
COc1ccccc1NS(=O)(=O)c1ccc(OC)c([N+](=O)[O-])c1,5%,-2%,-5%,3%,-36,-5%,·
CCCCn1c2c(c3ccccc31)CCc1nonc1-2,4%,-14%,-24%,-3%,14,84%[activator],-9%
COc1ccc(Cn2ccnc2SCC(=O)Nc2nnc(C)s2)cc1,0%&8%,0%&-8%,-7%,-2%,15&76,-11%,-1%&-24%
C=CCOC(=O)CCP(=O)(CCC(=O)OCC=C)c1ccccc1,-2%,?,-3%,2%,23,7%,6%
O=C(Nc1cccc(C(=O)N2CCOCC2)c1)NC1CCCCC1,4%,-21%,-10%,7%,16,-10%,1%
N#CC1CN(Cc2ccccc2)CN(Cc2ccccc2)C1,3%,-3%,1%,6%,-63*,2%,0%
CC(C)c1cc(C(=O)N/N=C/c2cccnc2)cs1,-4%,-6%,?,0%,?,28%,-2%
Cc1cccc(C)c1NC(=O)CNCC(=O)N(C)C,-3%,1%,-26%,0%,?,30%,8%
Clc1ccc(CN2CCSCC2)c(Cl)c1,5%,-2%,-10%,-2%,1,-27%,?
O=[N+]([O-])c1ccc(O)c2ncccc12,3%&-2%,-2%,69%[activator],-1%,-99*,-57%,?
Cc1noc(C)c1COc1ccc(C(=O)OCC(=O)NCCN2C(=O)CSC2=O)cc1,-1%,-1%,3%,1%,14,10%,1%
COc1cc(SC)ccc1C(=O)N1CC(C)OC(C)C1 (stereo not given),1%,5%,-1%,-7%,-29,3%,?
COC(=O)c1ccc(N2OC3(C)C=CC2CC3)cc1 (stereo not given),-8%,-9%,-9%,4%,66,-11%,0%
C=CCn1cc(C(=O)N2CCN(C)CC2)c(=O)c2cc(S(=O)(=O)N3CCCC3)ccc21,0%,?,-3%,6%,-9,7%,9%
Cc1ccc(NC(=O)CSc2nc(C3CCCC3)nc3c2c(=O)n(C)c(=O)n3C)c(C)c1,2%,-2%,·,·,2,·,-1%
Cc1nc2nc(NCc3ccc(Cl)cc3)[nH]n2c(=O)c1Cc1ccccc1,3%,14%,·,·,-8,·,11%
COc1ccc(CNCCc2ccc([N+](=O)[O-])cc2)c(OC)c1OC,18%,-21%,-12%,7%,38,-16%,?
COc1ccc(-c2nc(Cc3ccc(Cl)cc3)no2)cc1OC,-1%,1%,5%,8%,-74*,-4%,-6%
O=C1N(c2ccccc2C(F)(F)F)OC1(Cc1ccccc1)c1ccccc1 (stereo not given),1%,8%,-20%,·,30,-1%,2%
Nc1ccc(NC(=O)c2cccc(C(=O)Nc3ccc(N)cc3Cl)c2)c(Cl)c1,-10%&0%,-7%&3%,-22%,-1%,26&10,0%,1%&-4%
N#Cc1cc(N)ccc1-n1cccc1,2%,5%,-15%,0%,2,-3%,4%
CN(C(=S)NC(=O)C1CC1)c1ccc(O)cc1,-8%,7%,-21%,·,?,-4%,?
O=[N+]([O-])c1ccc(-c2nc(Cl)c3c(n2)CCCC3)o1,-11%,·,·,·,-69*,0%,·
CCOC(=O)c1oc2ccccc2c1CSc1nnnn1-c1ccc(C)cc1,-4%,-4%,-46%,0%,-15,?,0%
O=C1c2ccccc2C(=O)N1CN(C(=O)COc1ccccc1)c1ccccc1,-1%,-3%,-16%,5%,-6,2%,-24%
c1ccc(CNc2ncnc3c2ncn3C2CCCCO2)cc1 (stereo not given),1%,-17%,-20%,18%,82,3%,13%[11.4 µM]
CSc1nn(Cc2ccc(Br)cc2)c(N(C(C)=O)C(C)=O)c1S(=O)(=O)c1ccccc1,-7%,16%,·,·,?,·,-19%
O=C(O)c1ccccc1-c1nc2cc(Cl)ccc2c(=O)n1O,7%,?,-10%,5%,34,8%,3%
COc1ccc(OC)c(NC(=O)c2cn(C)c(=O)c3cc(OC)c(OC)cc23)c1,2%,2%,231%[activator],2%,-7,0%,5%
CCN(CC)S(=O)(=O)c1ccc2c(c1)c(=O)c(C(=O)N1CCN(c3ccc(F)cc3)CC1)cn2C,7%,0%,·,·,3,·,-33%
O=C(CSc1nnc(-c2ccccc2O)o1)Oc1ccc(Br)cc1,-2%,-4%,-25%,3%,-9,34%[activator],-15%
CS(=O)(=O)N(CC(=O)N1CCCCCC1)c1cccc([N+](=O)[O-])c1,-4%,-25%,-4%,-2%,34,5%,3%
COc1ccc(CN2CCC(Oc3cc(C(=O)NC4CC4)ccc3OC)CC2)c(O)c1,-5%,-3%,21%,6%,2,-4%,-2%
O=C(O)c1ccccc1NC(=O)c1ccccc1Nc1ccccc1,2%,9%,-22%,-4%,-70*,-8%,-2%
CCC(CC)NC(=O)c1ccc2nc[nH]c2c1,-4%,-13%,-15%,1%,-13,39%[activator],3%
CC1CCN(S(=O)(=O)c2ccc(NC(=O)[C@@H]3CCCN3C(=O)c3cccs3)cc2)CC1,4%,?,-45%,·,-3,0%,-17%
O=C(C1CC1)N1CCC(c2nc(-c3ccc(S(=O)(=O)N4CCCC4)cc3)no2)CC1,3%,-12%,63%[activator],0%,9,-1%,-28%
O=Cc1[nH]c2ccccc2c1N(C(=O)CCl)c1ccccc1,2%,0%,72%,3%,80,12%,0.89µM*
CCCCn1c(N)c(N(CCOC)C(=O)COC(=O)CNC(=O)c2ccc(Cl)c(Cl)c2)c(=O)[nH]c1=O,5%,·,·,·,12,0%,·
COc1ccc(OC)c(NC(=O)COC(=O)c2ccc(-n3cnnn3)cc2)c1,3%,?,-4%,5%,10,-21%,-24%
CCCC(=O)N1CCN(Cc2nc3cc([N+](=O)[O-])ccc3n2C)CC1,-4%,-10%,14%,-1%,56,5%,30%
CC(NC(=O)c1ccc(N(C)C)cc1)c1ccc(F)cc1 (stereo not given),-2%,-4%,-33%,5%,48,4%,1%
C=CC[C@H](CC(=O)N(CCO)Cc1ccccc1)C(=O)N[C@@H](COC(=O)[C@@H](CC=C)Cc1ccc(F)cc1)Cc1c[nH]c2ccccc12,3%,·,65%[activator],·,32,?,·
O=C(O)C1CC=CCC1C(=O)Nc1ccc(N2CCN(Cc3ccccc3)CC2)cc1 (stereo not given),-5%,?,-16%,0%,-34,-19%,-10%
NS(=O)(=O)c1ccc(NC(=O)c2cccc(Cl)c2)cc1,3%,-2%,-17%,0%,-7,2%,5%
CC(=O)NN1C(=O)c2ccc(Oc3ccc([N+](=O)[O-])cc3)cc2C1=O,0%,?,-10%,2%,-8,3%,-23%
COc1ccccc1N1CCN(Cc2ccc(Br)o2)CC1,7%,-2%,13%,-1%,6,-17%,4%
COc1cccc(NC(=O)/C(C#N)=C/c2ccc(-c3ccc(C)cc3)o2)c1,0%,15%,·,·,-25,·,7%
CCc1c(C)sc(NC(=O)c2cc(C(C)C)on2)c1C#N,7%,3%,-35%,9%,6,-2%,6%
C[C@@H]1CCC(=O)N(C[C@@H](C)CSc2ccccc2)CC1,-7%,-4%,56%,-2%,-7,-2%,9%
C=CCOc1ccc(C(=O)Nc2ccccc2C(=O)NCc2cccnc2)cc1,2%,-15%,-13%,0%,-15,-1%,40µM*
COC(=O)N/N=C(\CCC(=O)O)c1cccs1,5%,1%,-10%,3%,15,-2%,12%
O=C(CN1CCCC1)Nc1cc(C(F)(F)F)ccc1Cl,7%,?,-19%,1%,1,11%,45%[activator]
Cc1cccc(N2C(=O)CC(N3CCN(C(=O)c4ccccc4)CC3)C2=O)c1 (stereo not given),-1%,-7%,4%,-1%,-27,10%,?
Cn1ccnc1Sc1nc2ccccc2nc1NS(=O)(=O)c1ccccc1,8%,-4%,-40%,7%,32,9%,-29%
CCOC(=O)Cn1c(=O)n(Cc2ccco2)c(=O)c2ccc(C(=O)NC3CCCC3)cc21,-1%,-7%,-10%,13%,-6,6%,0%
Cc1nnc(SCC(=O)Nc2ccc([N+](=O)[O-])cc2)n1CC1CCCO1 (stereo not given),5%,3%,-2%,-3%,-30,5%,9%
CCCCC(=O)Nc1cccc(-c2nc3ccccc3s2)c1,-12%,23%,·,·,26,·,11%
COc1ccc(OC)c(C(C)NS(=O)(=O)c2cccs2)c1 (stereo not given),-9%,5%,-19%,·,-20,22%,1%

# Rewritten with bars between the fields: part of the list above
SMILES | Tb PYK inh | AmpC detergent | AmpC inh no detg | LmPK inhibitor | HCMV antiviral | AMA1-RON2 inh | Sm TGR inh
COc1ccccc1N1CCN(Cc2ccc(Br)o2)CC1 | 7% | -2% | 13% | -1% | 6 | -17% | 4%
COc1cccc(NC(=O)/C(C#N)=C/c2ccc(-c3ccc(C)cc3)o2)c1 | 0% | 15% | · | · | -25 | · | 7%
CCc1c(C)sc(NC(=O)c2cc(C(C)C)on2)c1C#N | 7% | 3% | -35% | 9% | 6 | -2% | 6%
C[C@@H]1CCC(=O)N(C[C@@H](C)CSc2ccccc2)CC1 | -7% | -4% | 56% | -2% | -7 | -2% | 9%

# (continued)
SMILES,Tb PYK inh,AmpC detergent,AmpC inh no detg,LmPK inhibitor,HCMV antiviral,AMA1-RON2 inh,Sm TGR inh
O=C(NN1CCOCC1)c1cccc(Br)c1,-5%,·,·,·,57,-9%,·
O=C(NCc1ccco1)c1nc(-c2ccc(F)cc2)no1,-17%,-5%,-20%,3%,45,-4%,4%
COc1cc(/C=C2\SC(=S)N(CCC(=O)NCCc3ccccc3)C2=O)cc(OC)c1OC,-6%,-9%,-9%,7%,7,-3%,2%
CC[C@@]1(C(=O)OC)N[C@H](CN(C)C(=O)c2ccc(C)cc2)[C@@H]2C(=O)N(C)C(=O)[C@@H]21,1%,·,-2%,·,-2,-1%,·
Cc1ccc(C(O)(C(=O)NNc2ccccn2)c2ccc(C)cc2)cc1,-5%,4%,-17%,3%,?,61%[activator],8%
O=C(O)CC(Cc1ccc(Cl)cc1)C(=O)Nc1cc(Cl)ccc1Cl (stereo not given),-6%,-15%,-17%,1%,2,-5%,-2%
O=C(NC(=S)Nc1cccc2cnccc12)c1ccccc1,-5%,5%,-25%,3%,-37,0%,-8%
